From PubChem
RGS4 inhibitor: blocks human RGS4-accelerated GTP hydrolysis | P49798 | Transcreener GDP fluorescence polarization, RGS4-accelerated GTP hydrolysis | Potency, µM (titrated, usually from 114 µM), for inactives: top-dose activity change, negative = inhibition, usual class: inhibitors | actives 0.039% (n = 390,000); further: on the % scale 0 is the no-effect control and ±100 the full control effect; nearly all actives have a fitted effect of over 75% in size; some results filed as inactive show a strong effect at the top dose
Target sequence (P49798 whole entry, looked up): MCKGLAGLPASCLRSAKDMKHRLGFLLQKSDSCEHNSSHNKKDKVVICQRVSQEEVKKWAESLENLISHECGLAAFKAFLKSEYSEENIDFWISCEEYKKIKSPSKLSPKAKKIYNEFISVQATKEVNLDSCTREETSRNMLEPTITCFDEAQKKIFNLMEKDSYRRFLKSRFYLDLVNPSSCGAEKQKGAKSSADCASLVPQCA
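MLSMR compounds (23 nl, pin-transferred) preincubated 10 min at room temperature with a 500nM (2x) first reagent, then RGS4 at 900nM (2x) plus Transcreener GDP mix added; fluorescence polarization (620/688 nm) read before and after 90 min at 30 °C.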
Pin1 inhibitor: human Pin1 inhibition. Q13526. Pin1 FP peptide displacement, HiFluor488, 10 min. Potency, µM (doses to about 115 µM), for inactives: top-dose activity, negative = inhibition, usual class: inhibitors. actives 0.009% (n = 390,000); active means well fitted inhibition curve with a large enough effect in the polarisation, with a control signal flat, not every such curve was filed as active; inconclusive means small, poorly fitted or top-dose-only effect, or effect the other way, or a change in a side signal; inactive means no such curve, though single readings can be large or run the other way; the % refers to the polarisation; further: on the % scale 0 is the no-effect control and ±100 the full control effect
Target sequence (Q13526 whole entry, looked up): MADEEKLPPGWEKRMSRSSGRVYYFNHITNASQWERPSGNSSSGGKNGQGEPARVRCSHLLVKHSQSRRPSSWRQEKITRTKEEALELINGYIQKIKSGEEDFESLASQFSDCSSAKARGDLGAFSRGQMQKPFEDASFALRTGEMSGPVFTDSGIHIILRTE
GLS inh: inhibitors of human glutaminase (GLS); O94925; GLS enzymatic activity, qHTS titration; Potency, µM (series often up to 45.5 µM), without a hit: at the top dose activity change, negative = inhibition, most hits filed as inhibitors; actives 0.21% (n = 410,000); AID 624170; further: on the % scale 0 is the no-effect control and ±100 the full control effect
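Coupled fluorescence readout: glutamate oxidase/HRP/Amplex Red detect glutamate formed by hKGA from L-glutamine (1 mM solution added). Buffer 45 mM KH2PO4 pH 8.2, 0.02% Tween-20; reads at t0 and 30 min RT.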
HP1b chromo inh: HP1-beta chromodomain-methylated histone interaction inhibition; P83916; AlphaScreen HP1-beta / biotin-H3K9me3 peptide binding; Potency, µM (top dose mostly 114 µM), inactives show at the highest dose activity change, negative = inhibition, usual class: inhibitors; actives 0.56% (n = 390,000); AID 540317; further: nearly all actives have a fitted effect of over 70% in size; inactives centre near 23
Target sequence (P83916 whole entry, looked up): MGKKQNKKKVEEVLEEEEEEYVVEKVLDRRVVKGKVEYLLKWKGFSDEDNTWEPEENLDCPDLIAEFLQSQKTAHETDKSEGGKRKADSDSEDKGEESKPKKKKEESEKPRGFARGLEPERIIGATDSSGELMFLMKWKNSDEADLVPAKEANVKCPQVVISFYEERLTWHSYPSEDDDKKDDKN
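HP1-beta protein (50 nM final) preincubated 30 min at room temperature with biotinylated H3(1-18)K9me3 peptide (50 nM) in PBS pH 7.4, 0.01% Tween-20, then compound added for 30 min. AlphaScreen streptavidin donor/nickel chelate acceptor beads (10 ug/mL final), 30 min dark, luminescence read.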
Tb PGK inh: blocks T. brucei phosphoglycerate kinase. PGK/GAPDH coupled, Kinase-Glo luminescence, 60 min. actives 0.043% (n = 380,000). AID 602233. Potency, µM (highest dose often 57.5 µM), inactives show top-dose activity change, negative = inhibition, actives largely listed as inhibitors; further: on the % scale 0 is the no-effect control and ±100 the full control effect; nearly all actives have a fitted effect of over 60% in size
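Recombinant glycosomal PGK reaction used 1,3-bisphosphoglycerate generated in-well by GAPDH (100nM final) in 100mM TEA pH 7.6, 5mM MgCl2, 0.01% Tween-20. After 60 minutes at room temperature, ATP was read by Kinase-Glo Plus luminescence end-point.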
12-LOX inh: blocks human arachidonate 12S-lipoxygenase | Potency, µM (titrated, usually from 108 µM), for the others: at the highest dose activity change, negative = inhibition, actives largely listed as inhibitors | P18054 | actives 1.1% (n = 580,000) | purified 12hLO, xylenol orange hydroperoxide absorbance; further: on the % scale 0 is the no-effect control and ±100 the full control effect
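Hydroperoxide product was detected by ferrous iron/xylenol orange as the 573 to 405 nm absorbance ratio. Arachidonic acid at 40 uM (final) was turned over for 30 min at room temperature by 150 nM human 12hLO, pH 7.0 Hepes buffer, after 15 min compound preincubation.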
ERG Ets-DNA blk: inhibitors of human ERG Ets domain-DNA interaction | actives 0.028% (n = 370,000) | Potency, µM (titrated, usually from 76.9 µM), for the others: top-dose FP activity, negative = inhibition, usual class: inhibitors | fluorescence polarization, His-ERG Ets domain / labelled DNA | AID 624246; active means well fitted inhibition curve with a large enough effect in the polarisation, with a control signal flat; inconclusive means small, poorly fitted or top-dose-only effect, or effect the other way, or a change in a side signal; inactive means no such curve, though single readings can be large or run the other way; the % refers to the polarisation;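 further: polarization taken with two DNA probes labelled with fluorescein and Texas red; % of control where 0% means no effect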
Target sequence (P11308 whole entry, looked up, the tested form may be a part): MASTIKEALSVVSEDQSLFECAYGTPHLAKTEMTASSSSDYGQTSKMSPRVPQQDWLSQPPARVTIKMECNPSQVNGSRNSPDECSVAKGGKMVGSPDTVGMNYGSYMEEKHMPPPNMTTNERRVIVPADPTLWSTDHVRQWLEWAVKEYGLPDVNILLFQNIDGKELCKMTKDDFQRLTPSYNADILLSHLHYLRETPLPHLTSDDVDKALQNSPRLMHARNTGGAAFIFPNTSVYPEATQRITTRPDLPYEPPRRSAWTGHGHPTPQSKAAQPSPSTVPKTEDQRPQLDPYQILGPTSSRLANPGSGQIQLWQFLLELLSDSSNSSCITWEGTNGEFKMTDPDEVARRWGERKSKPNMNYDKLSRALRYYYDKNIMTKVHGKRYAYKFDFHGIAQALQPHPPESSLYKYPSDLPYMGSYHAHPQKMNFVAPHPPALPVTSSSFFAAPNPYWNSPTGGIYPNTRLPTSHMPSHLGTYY
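His-tagged ERG Ets domain (1 uM in the protein solution; 300mM KCl, 50mM Tris-HCl, 1mM EDTA, 1mM DTT, pH 7.5) received compound, then a probe mix of 5 nM fluorescein-DNA and 100nM Texas-615-DNA. Fluorescence polarization was read for both dyes.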
TrxR1 inh: rat TrxR1 inhibition; Potency, µM (titrated, usually from 114 µM), inactives show at the top dose activity change, negative = inhibition, usual class: inhibitors; actives 1% (n = 390,000); O89049; recombinant rTrxR1, NADPH fluorescence consumption, selenite substrate; further: on the % scale 0 is the no-effect control and ±100 the full control effect; nearly all actives have a fitted effect of over 65% in size
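Rat TrxR1 (90 nM in the dispensed reagent) was pre-reduced with 400 uM NADPH for 5 min at room temperature, then incubated with compound for 15 min. After 400 uM selenite was added, NADPH fluorescence (Ex 340/Em 450 nm) was followed for 8 min.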
JMJD2A Tudor: blocks the human JMJD2A Tudor domain; AlphaScreen JMJD2A-Tudor / H3K4me3 peptide binding; Potency, µM (doses to about 114 µM), for inactives: at the top dose activity change, negative = inhibition, hits mostly inhibitors; actives 4.4% (n = 390,000); further: on the % scale 0 is the no-effect control and ±100 the full control effect; nearly all actives have a fitted effect of over 50% in size
An asterisk follows results filed as active; i = inactive; u = inconclusive; x = no result given; [ ] = dose if it differs, or a comment. Unless noted, the call rests on the fitted dose curve; in most records, active means well fitted curve in the direction sought with a large enough effect; inconclusive means small, poorly fitted or top-dose-only effect, or another doubt; inactive means no such curve, though single readings can be large; an effect the other way counts as inactive or inconclusive. Potency means the concentration at half of the fitted maximal effect.

SMILES	RGS4 inhibitor	Pin1 inhibitor	GLS inh	HP1b chromo inh	Tb PGK inh	12-LOX inh	ERG Ets-DNA blk	TrxR1 inh	JMJD2A Tudor
CCN(CC)C(=O)NC1CCCCCCC1	-6%	0%	0%	32%	3%	3%	3%	7%	6%
Cc1cccc(C(=O)Nc2ccc(O)cc2C(=O)O)c1	-37%	1%	-1%	55%[activator]	-8%	0%	-2%	-17%	-7%
CC(C)Cc1nnc(NC(=O)CCC(=O)NCCc2ccc(Cl)cc2)s1	-18%	7%	1%	32%	-1%	12%	2%	22%	-4%
CCc1cc2c(cc3c(=O)n(CC(=O)NCc4cc(Br)ccc4OC)ncn32)s1	-13%	2%	8%	50%[activator]	-8%	-6%	3%	22%	3%
CCC(Oc1ccccc1)C(=O)NC1CCSC1=O (stereo unspecified)	-21%	-1%	3%	49%[activator]	-6%	8%	3%	24%[57.1 µM]	-2%
NC(=O)C(=O)N/N=C/c1c(F)c(F)c(F)c(F)c1F	17%	1%	1%	22%	i	2%	-7%	16%	-12%
Cc1cc(N2C(=O)CC(Cc3ccc(Cl)cc3)C2=O)no1 (stereo unspecified)	0%	u	12%	25%	-2%	0%	1%	-2%	-13%
Cn1c(=O)c2[nH]c(CCNC(=O)c3ccccc3)nc2n(C)c1=O	10%	u	-13%	-13%	-16%	-30%	-4%	14%	-22%
COc1ccc(S(=O)(=O)N2CCCCC2)cc1NC(=O)C1CC(=O)N(Cc2ccco2)C1 (stereo unspecified)	5%	0%	8%	19%[57 µM]	-6%	-6%	3%	4%[2.29 µM]	-26%
Fc1ccccc1CSc1nc2ncccc2[nH]1	6%	-12%	-3%	-22%	3%	0%	-5%	-2%[57.1 µM]	-9%
COc1ccc(C(=O)Nc2cc(-c3nc4ncccc4o3)ccc2C)cc1Br	20%	5%	9%	4%	i	0%	4%	-3%	-28%
Cc1ccc(-c2cc(C(=O)NCc3ccccn3)no2)cc1	0%	8%	3%	28%	-6%[11.5 µM]	6%	x	-5%	-11%
CCCCN(C)CCNC(=O)c1nn(-c2ccc(OC)c(Cl)c2)c(=O)c2c1c1ccccc1n2C	-8%	-1%	15%	34%	i	-19%	1%	14%	-26%
NC(=O)C1CCCN(S(=O)(=O)c2ccc3ccccc3c2)C1 (stereo unspecified)	3%	u	0%	29%	-9%	-4%	-4%	-1%	-3%
COc1ccc(OC)c(S(=O)(=O)Nc2ccc(OCC(=O)O)cc2)c1	5%	-5%	18%	56%[activator]	2%	-8%	1%	4%	-3%
CCOC1(/N=C(\C)NS(=O)(=O)c2ccc(Cl)cc2)C(C)=CC(=O)C=C1C	9%	0%	-7%	8%	i	51%[activator]	1%	18%[57.1 µM]	-4%
COc1ccc(S(=O)(=O)N2CCN(C)CC2)cc1	18%	-5%	-1%	25%	-2%	37%[activator]	-4%	20%	-21%
COc1ccc(NC(=O)COC(=O)c2ccc(S(=O)(=O)N(C)c3ccccc3OC)cc2)cc1	-12%	17%	-3%	39%[activator]	-4%	52%[activator]	-1%	21%	-13%
Cc1cccc(NC(=O)CN2C(=O)NC3(CCCC3)C2=O)n1	-2%	-2%	1%	19%	6%	3%	9%	13%	11%
Cc1ccc(C)c(OCCC(=O)OCC(=O)NCCc2ccc(S(N)(=O)=O)cc2)c1	4%	0%	-3%	29%	1%	3%	-5%	-3%	-10%
CCCc1nnc(NC(=O)CCC(=O)N2CCN(c3ccccn3)CC2)s1	-13%	6%	-1%	50%	i	5%	-2%	18%	-7%
CCCN1CCN(C(=O)c2ccc(F)c(S(=O)(=O)N3CCOCC3)c2)CC1	5%	0%	1%	26%	1%	-6%	0%	-14%	-15%
Cc1cc(N2CCN(Cc3cn(C)nc3-c3ccccc3F)CC2)cc(C)n1	13%	4%	2%	23%	-2%	2%	-2%	-4%[57.1 µM]	-2%
O=C(N/N=C/c1cccs1)c1n[nH]c2c1CCCC2	-3%	-9%	-5%	27%	u	i	-6%	-6%[57.1 µM]	-1%
COc1ccc(Cn2c(C)nc3c(c(=O)c4ccccc4n3C)c2=O)cc1	2%	0%	27%	18%	-7%	5%	19%	-11%[57.1 µM]	-14%

Continuation:
SMILES	RGS4 inhibitor	Pin1 inhibitor	GLS inh	HP1b chromo inh	Tb PGK inh	12-LOX inh	ERG Ets-DNA blk	TrxR1 inh	JMJD2A Tudor
COc1ccccc1NC(=S)N(CCCN(C)C)Cc1cc2cc3c(cc2[nH]c1=O)OCO3	-24%	-8%	1%	1%	-12%	-11%	-1%	17%[57.1 µM]	-22%
Cc1ccc(NC(=O)CCC(=O)N2CCN(S(=O)(=O)c3ccc(C)cc3)CC2)cc1	13%	6%	1%	13%	i	182%[activator]	1%	10%	-25%
C[C@@H]1C=C[C@](Cc2ccccc2)(C(=O)O)N1C(=O)c1ccccc1	4%	0%	8%	1%	-9%	-2%	1%	3%[57.1 µM]	-14%
S=C1NCCOCCOCCOCCOCCNC(=S)NCCOCCOCCOCCOCCN1	4%	-9%	-7%	49%[activator]	7%	3%	-13%	4%[57.1 µM]	-4%
Cc1ccc(C(=O)NCc2nnc3c(C(F)(F)F)cc(Cl)cn23)o1	-20%[11.4 µM]	-4%	-15%	-16%	-9%	4%	-8%	10%	-15%
Cc1ccc2nc(SCC(=O)N3CCN(c4ccccc4)CC3)[nH]c2c1	12%	-1%	9%	-11%	-5%	-4%	-1%	7%	-33%
Cc1ccc(S(=O)(=O)CCC(=O)OCC(=O)N2c3ccccc3NC(=O)C2(C)C)cc1	-1%	0%	-10%	29%	-6%	-7%	0%	11%	-10%
COc1ccc(-n2c(SCC(=O)Nc3ccc(Br)cc3)nc(O)cc2=O)cc1	-24%	8%	-4%	4%	-10%	2.2µM*	-9%	-12%[57.1 µM]	-18%
CCC(=O)Nc1nnc(CCc2ccccc2)s1	30%	2%	0%	29%	-5%	17%	-19%	-1%	-5%
Cc1cc(N2C(=O)C(=O)/C(=C(/O)c3ccc(F)cc3)C2c2ccc(Cl)cc2)no1 (stereo unspecified)	-18%	-1%	12%	25%	1%	u	0%	-12%	-28%
O=C(NCc1ccco1)C1(c2ccc(Cl)cc2)CCCC1	-11%	2%	4%	3%	-1%	u	0%	5%	-23%
O=S(=O)(c1ccc(NC(=S)N/N=C/c2ccc(O)c(O)c2)cc1)N1CCOCC1	-8%	1%	u	-14%	-7%	u	-2%	-15%	u
O=C(CN(c1ccccc1)S(=O)(=O)c1ccccc1)Nc1ccccc1C(=O)NCc1ccco1	-16%	20%	-2%	u	i	-22%	5%	16%	-32%
Cc1c(C(N)=O)sc2ncn(CC(=O)OC(C)C)c(=O)c12	-12%	8%	9%	34%[activator]	i	1%	-1%	-2%	0%
COc1ccc(NC(=O)c2ccc(-c3ccc([N+](=O)[O-])cc3)o2)cc1OC	1%	1%	6%	-17%	-10%	2%	0%	-13%	u
Cc1ccc(NC(=O)COC(=O)C2=COCCO2)cc1	1%	-3%	14%	16%	7%	12%	-5%	-5%[57.1 µM]	-2%
CCN(CC)c1ccc(/C=N/N2CCN(Cc3ccccc3)CC2)cc1	4%	-3%	32%[activator]	u	0%	u	2%	21%[11.4 µM]	22µM*
O=Cc1c(NC2CCCCC2)c2ccccc2[nH]c1=O	-32%	3%	-5%	35%	i	0%	0%	3%[57.1 µM]	11%[57.1 µM]
Nc1cc(C(=O)OCC(=O)N2CCC(Cc3ccccc3)CC2)ccc1Cl	16%	1%	-1%	25%	i	-35%	7%	28%	-20%
O=C(NCc1ccc(F)cc1)c1cc2cccc3c2n1CCS3	-3%	32%[activator]	-1%	73%[activator]	-6%	-12%	5%	17%[57.1 µM]	16%
N#Cc1c2nc3ccccc3nc2n2cc(NC(=O)c3ccc(F)cc3)ccc12	-48%	u	-17%	-19%	-21%	40µM*	59%[activator]	-14%[57.1 µM]	18µM*
Cc1cccc(N(CC(=O)N/N=C/c2cc([N+](=O)[O-])ccc2Cl)S(C)(=O)=O)c1C	44%	1%	1%	-13%	5%	x	-3%	11%[57.1 µM]	u
CCc1ccc(CNC(=O)C2CCN(S(=O)(=O)N3CCC4(CC3)OCCO4)CC2)cc1	18%[56.9 µM]	5%	-13%	37%	-4%	4%	-6%	9%	-17%
COC(=O)CSc1ncnc2c1sc1nc(N3CCOCC3)c3c(c12)CCCC3	-34%	-2%	14%	53%[activator]	-8%	-1%	-1%	5%	2%
COc1ccc(C2C=C(Nc3ccccc3)C(=O)N2c2ccccc2)cc1OC (stereo unspecified)	-43%	8%	10%	7%	-2%	-4%	5%	u	-23%
Cn1nc([N+](=O)[O-])nc1Sc1cccc2cccnc12	-2%	1%	0%	37%	-10%	-25%	-7%	19%	-1%

An excerpt from above, limited to HP1b chromo inh, ERG Ets-DNA blk and Pin1 inhibitor:
mol	HP1b chromo inh	ERG Ets-DNA blk	Pin1 inhibitor
O=C(NCc1ccc(F)cc1)c1cc2cccc3c2n1CCS3	73%[activator]	5%	32%[activator]
N#Cc1c2nc3ccccc3nc2n2cc(NC(=O)c3ccc(F)cc3)ccc12	-19%	59%[activator]	u
Cc1cccc(N(CC(=O)N/N=C/c2cc([N+](=O)[O-])ccc2Cl)S(C)(=O)=O)c1C	-13%	-3%	1%
CCc1ccc(CNC(=O)C2CCN(S(=O)(=O)N3CCC4(CC3)OCCO4)CC2)cc1	37%	-6%	5%

The list is partial. The share of hits here may be higher or lower than overall.
